# NPYLR7 ag: agonists of mosquito NPYLR7 receptor, primary screen, cell-based, Aedes aegypti, calcium fluorescence, mosquito biting behavior; Aedes aegypti neuropeptide Y-like receptor 7 (NPYLR7); HEK293T NPYLR7/Galpha15, GCaMP6s calcium fluorescence; activation, % at 10 µM; actives 0.15% (n = 270,000); AID 1259423, 2018; in the data active = activation above about 40%;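 note: 0% = vehicle and 100% = reference agonist at the receptor; some compounds past the cut are filed as inactive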
# hcGAS lum: Primary biochemical luminescence assay for human cyclic GMP-AMP synthase inhibitors; actives 0.081% (n = 290,000); Q8N884; inhibition, % at 12.5 µM; recombinant h-cGAS, ATP depletion, Kinase-Glo luminescence;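 note: 0% = vehicle reaction and 100% = reaction without DNA for no activity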
# Target sequence (Q8N884 whole entry, looked up): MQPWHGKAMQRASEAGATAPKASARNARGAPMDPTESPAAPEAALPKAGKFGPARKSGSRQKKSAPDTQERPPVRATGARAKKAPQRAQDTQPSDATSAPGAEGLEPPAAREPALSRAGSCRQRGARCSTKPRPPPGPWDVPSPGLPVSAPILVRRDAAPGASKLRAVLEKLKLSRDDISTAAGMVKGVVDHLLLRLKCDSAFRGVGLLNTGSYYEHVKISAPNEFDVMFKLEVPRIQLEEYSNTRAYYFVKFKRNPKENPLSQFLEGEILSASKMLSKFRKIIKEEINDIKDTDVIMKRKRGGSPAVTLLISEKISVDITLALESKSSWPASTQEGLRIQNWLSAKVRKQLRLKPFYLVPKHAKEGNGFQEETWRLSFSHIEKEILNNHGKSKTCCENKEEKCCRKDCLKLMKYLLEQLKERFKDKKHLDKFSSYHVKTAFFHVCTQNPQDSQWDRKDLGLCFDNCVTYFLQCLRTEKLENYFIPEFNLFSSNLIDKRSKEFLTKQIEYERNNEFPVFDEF
# mcGAS inh: cyclic GMP-AMP synthase inhibitors, mouse, primary biochemical chemiluminescence. Q8C6L5. inhibition, % at 12.5 µM. recombinant cGAS, Kinase-Glo ATP depletion luminescence. AID 1259399, 2018. actives 0.15% (n = 160,000);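 note: 0% = negative control wells and 100% = reference inhibitor with no enzyme activity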
# * hit, by the source's call; x = not tested or not shown; & = joins results of further samples. Cut-off read from the data, not from the text of the source, unless noted: active = inhibition above about 40%; inactive = the rest.
SMILES,NPYLR7 ag,hcGAS lum,mcGAS inh
COc1ccc(C)cc1N1C(=O)CSC1c1ccccc1NC(=O)c1ccc(F)cc1 (configuration not stated),0,4,0
O=C(CCc1nc(-c2ccccc2)no1)Nc1nc2c(s1)CCC2,0,4,x
Cn1nc(CC2CCN(C(=O)c3cnco3)CC2)n(-c2ccccc2)c1=O,7,-5,x
Cc1nnc(CNC(=O)CC2(Cc3ccccc3)C(=O)N(C)c3ccccc32)o1 (configuration not stated),5,-9,-13
CCCS(=O)(=O)N1CCC(c2n[nH]c(=S)n2CC)CC1,6,-5,x
O=c1/c(=C\c2ccc([N+](=O)[O-])cc2)sc2nc(-c3cccs3)nn12,2,-16,2
FC(F)(F)CCc1ccnc(N[C@@H]2C[C@H]2c2ccccc2)n1,22,-3,x
CC(=O)Oc1c(C(=O)c2nnc(C)o2)c(=O)n(C)c2ccccc12,4,3,x
CCc1ccc(Cl)c(CC)c1NC(=O)c1cnccn1,-3,-3,x
CCCCCOC(=O)Cn1c(=O)oc2ccccc21,0,-6,-7
Cc1ccc(-c2nnc(CNC(Cn3cccn3)c3ccccc3)o2)n1C (configuration not stated),1,-5,-11
CCC(C)(C)n1c(=O)[nH]c2c(c1=O)CCC2,1,-1,x
c1ccc2c(c1)NC(c1ccsc1)n1c-2nc2ccccc21 (configuration not stated),5&5,2&-3,-5
Cc1cccc(NC(=O)CN(C)C(=O)NC(c2ccccc2)C2CC2)c1C (configuration not stated),1,-5,-12
O=C(NCc1cccs1)c1csc(Nc2ccccc2)n1,7,-4,x
COc1ccccc1C1(CNC(=O)C2CCCCC2)CCCC1,7,-5,-15
COCc1cc(C)nc(NN=Cc2ccc(-c3cccc(C(=O)O)c3)o2)c1C#N,-8,0,-4
Cc1ccc2nc(-c3cccc(C)c3OCC(=O)NC(C)C)oc2c1,1,0,4
CC1c2cccn2CCN1S(=O)(=O)c1ccc(Cl)c(C(F)(F)F)c1 (configuration not stated),9&12,-3&-6,x
Cc1ccc(-c2nnn(CC(=O)N3CCCCCC3)n2)cc1,-1,-10,x
CCS(=O)(=O)N1CCC(C(=O)OCCc2ccccc2F)CC1,-3,6,x
COc1ccc(-c2cnc3ncnn3c2N2CCCN(C(=O)c3cc(OC)cc(OC)c3)CC2)cc1,-1,-6,-9
CCOc1ccccc1OCC(=O)Nc1sc(C)c(C)c1C#N,7,-10,-8
CCOc1ccc(Nc2oc(-c3ccc(S(=O)(=O)N(C)C)cc3)nc2C#N)cc1,1,0,-1
Cc1ccccc1-n1ncc(C(=O)N2CCC(C(N)=O)CC2)c1C1CC1,2,0,x

# (listing goes on)
SMILES,NPYLR7 ag,hcGAS lum,mcGAS inh
Cn1cc(/C=C/C(=O)NCCS(C)(=O)=O)cn1,6,-4,-11
CNC(=O)CNC(=O)c1cc2c(C)nn(Cc3ccc(Cl)cc3)c2s1,0,-11,-5
Clc1cccc(Cl)c1Cn1c2ccccc2c2nc3ccccc3nc21,-9,6,0
CCn1c(SCC(=O)Nc2cccc(OC)c2)nc2c(-c3ccccc3)c[nH]c2c1=O,0,-2,-7
S=c1[nH]nc(COc2ccccc2)n1Cc1ccccc1,-7,-7,-4
CCc1c(C)nn(-c2ccc(C(=O)NCCc3cccc(F)c3)cc2)c1C,-9,-8,-3
CCn1c(=S)[nH]c2sc3c(c2c1=O)CCC(C)C3 (configuration not stated),-1,-5,x
Cc1ccccc1Oc1ncccc1CNC(=O)c1occc1C,0,-4,-17
O=C(Nc1ccccc1Nc1ccccc1)c1ccc2nc(-c3ccccc3)c(-c3ccccc3)nc2c1,-3,-3,-5
CCc1ccc(C(CNC2CS(=O)(=O)CC2O)N(C)C)cc1 (configuration not stated),1,-4,x
COc1ccc2nc(C)c(C(=O)N(C)CC34CC5CC(CC(C5)C3)C4)cc2c1,17,-8,-15
CCC(=O)N1CCCC(C(=O)Nc2ccc(Nc3ccc(C(F)(F)F)cn3)cc2)C1 (configuration not stated),4,-10,x
OCCNc1nc2nonc2nc1Nc1ccc(Cl)cc1,8,-1,-2
C=CCC1Cc2c(cccc2[N+](=O)[O-])C(CC=C)N1 (configuration not stated),-1,-3,x
CCN(CC)c1ccc(C(=O)Cn2c(C)c(C(=O)NCc3ccc(C#N)cc3)sc2=O)cc1,22,-1,x
CN(CC1(C)CCOCC1)C(=O)NCC1CCCO1 (configuration not stated),x,6,1
Cc1cc(C(=O)NN=Cc2ccc(C(C)C)cc2)n[nH]1,-1,-6,-5
CC(C)(C)CNC(=O)C1(C)CCN1C(=O)c1ccccc1CCc1ccccc1 (configuration not stated),7,-7,-5
O=C1CNC(=O)C1c1ccc(F)cc1 (configuration not stated),-1,-9,-5
COc1cncc(-c2ccc(F)c(CO)c2)c1,13,-4,x
O=C(NCCN1CCc2ccccc21)c1onc2ccccc12,21,-5,-13
CCOCCn1c(SCCc2ccccc2)nc2c1c(=O)[nH]c(=O)n2C,-11,1,0
CCn1cc(NC(=O)c2n[nH]c(C(C)C)c2Br)cn1,7,-11,x
O=C(NC1CC1)c1csc(COc2ccccc2Cl)n1,-7,3,1
COCc1ccc(C(=O)N2CCCC(C(=O)c3ccc(Oc4ccccc4)cc3)C2)s1 (configuration not stated),15,-13,-12

# Other records.
SMILES,NPYLR7 ag,hcGAS lum,mcGAS inh
CCN(CC)c1cc(C(C)C)nc(SCc2cccc(C(=O)N3CCOCC3)c2)n1,-11,-5,-10
CCCOc1ccc(-c2c(=O)n(OCc3ccccn3)c3ccccc3[n+]2[O-])cc1,-1,-10,x
O=C(c1csc(-c2ccco2)n1)N1CCC(OCCCO)CC1,2,-8,x
COC(=O)c1ccc(COC(CN2CCN(C(=O)NCCc3ccc4c(c3)OCO4)CC2)c2cccc(OC)c2)cc1 (configuration not stated),x,1,1
NC(=O)c1nc(-c2cccs2)nc2c1[nH]c(=O)n2-c1ccc(Cl)cc1,-5,12,x
Cc1nonc1CN(C)C(=O)c1cn(C/C=C/c2ccccc2)nn1,15,-7,-17
CC(CC(=O)Nc1ccc(C(=O)N2CCCC2)cc1)n1cccc1 (configuration not stated),6,-10,x
CCOc1ccc(NC(=O)c2cn(C)c3c(=O)n(-c4ccc(C)cc4)c(=O)[nH]c23)cc1,16,-7,x
OCc1ccccc1-c1cccc2cccnc12,1,-2,x
CN(C)C(CNS(=O)(=O)c1ccc(F)cc1)c1cccn1C (configuration not stated),10,2,2
O=C(NC1CCS(=O)(=O)C1)C12CC3CC(CC(C3)C1)C2 (configuration not stated),-1,-6,x
CCc1ccccc1NC(=O)N(CCOC)CC(=O)N(CCc1c[nH]c2ccccc12)Cc1ccc(F)cc1,19,3,-3
O=C(CC1(O)C(=O)Nc2ccc(Br)cc21)c1ccc2c(c1)OCO2 (configuration not stated),6,-6,x
CN(C)S(=O)(=O)N1CCCC(C(=O)c2ccc(C(F)(F)F)cc2)C1 (configuration not stated),1,-6,x
Cc1ccccc1-n1ccnc1SCCN1CCOC1=O,4,-2,x
O=C(NCc1ccc2c(c1)OCO2)c1csc(COc2ccccc2Cl)n1,5,-5,-4
Cc1ccc2[nH]c(CNC(C)c3cn4ccsc4n3)nc2c1C (configuration not stated),1,-6,x
CS(=O)(=O)NCc1csc(C2CC2)n1,8,-5,x
C=C(C)CN(CC)C(=O)C(C)N1CCN(CC(C)O)CC1 (configuration not stated),7,-8,x
CCOc1ccccc1N1CCN(C(=O)c2cc(-c3ccccc3OC)nc3cc(-c4ccc(Cl)cc4)nn23)CC1,-6&19,-5&-3,-7&-7
CCCNS(=O)(=O)c1ccc(-c2n[nH]c(CCc3ccccc3)n2)cc1,11,-2,-11
O=C(Cc1ccccn1)N1CCC(C(O)c2cccs2)CC1 (configuration not stated),3,-4,x
O=C(NCCc1nc2ccccc2n1Cc1ccccc1Cl)c1ccco1,-2,10,-2
Cc1cc(C)c(Cn2cncn2)cc1CN1CC[C@H](CO)[C@@H](O)C1,10,-6,x
CCC(CC)C(=O)N(C)c1c(C)nc2c(OCc3ccccc3C(=O)OC)cccn12,1,-4,-2

# The list continues.
SMILES,NPYLR7 ag,hcGAS lum,mcGAS inh
CCOC(=O)c1cc(-c2ccc(CC)cc2)n(-c2ccc(C(=O)Oc3ccc([N+](=O)[O-])cc3)cc2)n1,1,2,0
CC1CCc2sc(-c3nnc(SCc4cc(=O)n5ccsc5n4)o3)cc2C1 (configuration not stated),0,-8,-9
CC(C)(C)n1ncc(O/N=C2\CC3CCC2(C)C3(C)C)c(Cl)c1=O (configuration not stated),-1,-5,x
O=C1C=C(N2CCOCC2)C2(CCCCC2)O1,-3,-8,-3
CCCCC(Sc1nc(C)cc(=O)[nH]1)C(=O)O (configuration not stated),-1,2,0
CSc1ccccc1NC(=O)CN(c1ccc(Br)cc1)S(C)(=O)=O,-2,-7,-2
Cc1cc(C(=O)N2CCCC2(C)C(=O)O)c(C)o1 (configuration not stated),-2,-15,x
COC(=O)c1ccc(-c2ccc(C=C3C(=O)N(C)C(=O)N(C)C3=O)o2)cc1,-10,-5,-4
CSc1ccc(C=C2N=C(c3ccccc3)OC2=O)cc1,0,-9,-9
CN(c1ccccc1)N1CC(C(=O)NCc2ccc3c(c2)OCO3)CC1=O (configuration not stated),-6,-2,-5
COC(C)(C(=O)NCc1ccc(C)n1C)c1ccccc1 (configuration not stated),15&3,-13&-13,-10
CCNC(=S)N(CCCOC)Cc1c(-c2ccccc2)noc1N(C)C(C)C,15,-4,-4
CN(C(=O)CN1CCc2nn(C)c(=O)cc2C1)c1nccs1,1,-4,-9
CCC1CN(CCNC(=O)c2cccc(C(=O)OC)c2)Cc2cc(OC)ccc2O1 (configuration not stated),3,-5,-25
CN1C(=O)CN(C(=O)OC(C)(C)C)[C@H]1C(C)(C)C,1,-2,-2
CN1C[C@@H]2CC[C@H](CC1=O)N2C(=O)c1cnnn1-c1ccccc1,-2,-5,2
CCc1cc(CN(C)C(=O)c2cc3ccccc3n2C)on1,1,-8,x
O=C(NCC1CCCO1)C(C1CCCC1)N1CCN(C(=O)c2ccc(C(F)(F)F)cc2)CC1 (configuration not stated),-9,-7,-6
COCc1cc(CNC(=O)c2csc3c2CCCC3)[nH]n1,0,-4,0
COc1ccc(-c2nnc(SCc3ccc(Cl)cc3)n2C2CCCCC2)cc1OC,x,-6,-5
COc1ccc(C2=NOC(CN(Cc3ccc(F)cc3)C(=O)C3CCC3)C2)cc1 (configuration not stated),-10,1,5
O=C(Cc1ccc(Cl)c(Cl)c1)OCCN1CCCC1,6,-7,-5
CC(=O)Oc1ccc(CN2C(=O)C(C)ON=C2c2ccccn2)cc1 (configuration not stated),-1,7,x
CCC(C(=O)NCC1(CN2CCOCC2)CC1)n1cccc1 (configuration not stated),x,-9,-4
CCNC(=O)N(CCN1CCOCC1)CC(=O)N(CCc1ccccc1)Cc1ccco1,x,-12,-6
O=C(c1ccc(-c2ccoc2)nc1)N1CCCC(c2ccccc2)CC1 (configuration not stated),2,-10,-13
CC(C)CCC(=O)Nc1cnc2c(cnn2C(C)C)c1,4,0,x
COc1cccc2c1OCC(CN1CCCN(C(=O)c3ccco3)CC1)=C2,17,-7,-18
O=C(NC1CCC(O)CC1)N(Cc1ccccc1O)C1CCCCC1 (configuration not stated),9,-11,x

# 18 compounds from above, arranged by molecular weight, largest number first:
SMILES,NPYLR7 ag,hcGAS lum,mcGAS inh
CCOC(=O)c1cc(-c2ccc(CC)cc2)n(-c2ccc(C(=O)Oc3ccc([N+](=O)[O-])cc3)cc2)n1,1,2,0
COc1ccc(-c2nnc(SCc3ccc(Cl)cc3)n2C2CCCCC2)cc1OC,x,-6,-5
CCNC(=O)N(CCN1CCOCC1)CC(=O)N(CCc1ccccc1)Cc1ccco1,x,-12,-6
CC1CCc2sc(-c3nnc(SCc4cc(=O)n5ccsc5n4)o3)cc2C1 (configuration not stated),0,-8,-9
CCC1CN(CCNC(=O)c2cccc(C(=O)OC)c2)Cc2cc(OC)ccc2O1 (configuration not stated),3,-5,-25
COc1ccc(C2=NOC(CN(Cc3ccc(F)cc3)C(=O)C3CCC3)C2)cc1 (configuration not stated),-10,1,5
CN(c1ccccc1)N1CC(C(=O)NCc2ccc3c(c2)OCO3)CC1=O (configuration not stated),-6,-2,-5
CC(C)(C)n1ncc(O/N=C2\CC3CCC2(C)C3(C)C)c(Cl)c1=O (configuration not stated),-1,-5,x
O=C(c1ccc(-c2ccoc2)nc1)N1CCCC(c2ccccc2)CC1 (configuration not stated),2,-10,-13
CC(=O)Oc1ccc(CN2C(=O)C(C)ON=C2c2ccccn2)cc1 (configuration not stated),-1,7,x
CN1C[C@@H]2CC[C@H](CC1=O)N2C(=O)c1cnnn1-c1ccccc1,-2,-5,2
CN(C(=O)CN1CCc2nn(C)c(=O)cc2C1)c1nccs1,1,-4,-9
COCc1cc(CNC(=O)c2csc3c2CCCC3)[nH]n1,0,-4,0
CCc1cc(CN(C)C(=O)c2cc3ccccc3n2C)on1,1,-8,x
COC(C)(C(=O)NCc1ccc(C)n1C)c1ccccc1 (configuration not stated),15&3,-13&-13,-10
CN1C(=O)CN(C(=O)OC(C)(C)C)[C@H]1C(C)(C)C,1,-2,-2
Cc1cc(C(=O)N2CCCC2(C)C(=O)O)c(C)o1 (configuration not stated),-2,-15,x
O=C1C=C(N2CCOCC2)C2(CCCCC2)O1,-3,-8,-3

# Screening results: PubChem BioAssay, Fisher Drug Discovery Resource Center
